High-throughput results deposited in PubChem by The Scripps Research Institute Molecular Screening Center.
CHO parental Ca – counter-screen: ATP calcium response change in parental CHO cells; inhibition, % at 5.6 µM; 0.63% of 330,000 active; AID 463079; parental CHO-K1, ATP-induced calcium, Fluo-8 fluorescence;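 active = inhibition above that plate's mean sample inhibition plus 3 SD, cut at about 26% in these data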;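 note: 0% = ATP-challenged DMSO wells and 100% = DMSO wells without ATP; some compounds past the cut are filed as inactive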
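Material: parental CHO cells / Compound: single nominal dose of 5.6 µM per compound / Signal: Fluo-8 fluorescence / Replicates: singlicate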
OXTR potentiate – potentiates the human oxytocin receptor response; AID 2445; P30559; 0.061% of 320,000 active; activation, % at 3 µM; CHO-OTR cells, Fluo-8 calcium fluorescence, potentiator mode; 0% = oxytocin EC15, 100% = EC100;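 active = activation above that plate's cutoff, the mean activation of tested compounds plus 3 SD, cut at about 6.6% in these data, passing the limit was not always enough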;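 note: 100% uses oxytocin at 75 nM as the full agonist control; some results filed as inactive read as strong as hits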
Target sequence (P30559 whole entry, looked up): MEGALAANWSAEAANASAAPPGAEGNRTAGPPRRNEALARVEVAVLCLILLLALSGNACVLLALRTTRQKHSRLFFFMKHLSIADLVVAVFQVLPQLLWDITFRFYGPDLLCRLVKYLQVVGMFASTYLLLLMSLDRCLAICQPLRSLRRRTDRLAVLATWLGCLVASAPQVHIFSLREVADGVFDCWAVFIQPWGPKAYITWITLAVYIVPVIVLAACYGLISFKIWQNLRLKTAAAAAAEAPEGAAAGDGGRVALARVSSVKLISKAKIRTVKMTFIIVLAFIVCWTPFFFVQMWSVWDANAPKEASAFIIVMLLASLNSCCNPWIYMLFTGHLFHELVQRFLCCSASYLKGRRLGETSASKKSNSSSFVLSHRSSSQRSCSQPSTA
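Replication – single well per compound, singlicate · Assay system – CHO cell line stably expressing human OTR · Timing – 6 min pre-incubation, 100 s read · Measure – normalized max/min fluorescence ratio, % activation · Doses – 3.0 µM, one dose · Detection – Fluo-8 calcium dye fluorescence · Probe or stimulus – oxytocin near EC15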
CHRM1 PAM – human CHRM1 positive allosteric modulation; CHO-K1 hM1, Fluo-8 calcium fluorescence, ACh EC20; 0% = ACh EC20, 100% = maximal ACh; activation, % at 3 µM; 0.088% of 360,000 active; AID 588819; in the data active = activation above about 19%, passing the limit was not always enough
Target sequence (P11229 whole entry, looked up): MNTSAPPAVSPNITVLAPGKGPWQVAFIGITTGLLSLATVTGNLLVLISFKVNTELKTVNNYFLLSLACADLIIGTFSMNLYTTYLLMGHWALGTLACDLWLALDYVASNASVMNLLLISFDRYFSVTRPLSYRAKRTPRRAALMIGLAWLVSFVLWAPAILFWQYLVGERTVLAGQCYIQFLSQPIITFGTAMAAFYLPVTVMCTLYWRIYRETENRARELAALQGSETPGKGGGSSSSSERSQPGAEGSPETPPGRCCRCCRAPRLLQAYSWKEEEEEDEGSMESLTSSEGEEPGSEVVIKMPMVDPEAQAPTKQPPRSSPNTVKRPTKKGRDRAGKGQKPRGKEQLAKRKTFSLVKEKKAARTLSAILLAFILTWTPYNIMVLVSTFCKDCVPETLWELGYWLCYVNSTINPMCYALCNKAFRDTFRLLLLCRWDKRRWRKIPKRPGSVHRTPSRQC
OXTR agonist – human OXTR agonism. activation, % at 3 µM. AID 2435. CHO-OTR cells, Fluo-8 calcium fluorescence; normalized: DMSO 0%, oxytocin 100%. P30559. 0.32% of 320,000 active;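 active = activation above the mean of all tested compounds plus 3 SD, cutoff set per screening run, cut at about 20% in these data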;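 note: peak over basal fluorescence ratio from a 100 s FLIPR kinetic read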
CHRM1 antagonist – human CHRM1 antagonism; P11229; CHO-K1 hM1, Fluo-8 calcium fluorescence, ACh EC80 antagonist; inhibition, % at 3 µM; 1.3% of 360,000 active;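 active = percent inhibition above its own plate's cutoff, namely the mean of that plate's compound wells plus 3 SD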;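 note: peak over basal fluorescence ratio during 140 s after agonist addition; 0% = ACh EC80 plus DMSO and 100% = DMSO alone without agonist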
TAAR1 agonist – agonists of human TAAR1 | Q96RJ0 | CHO RD-HGA16 TAAR1, Fluo-8 calcium fluorescence; vehicle wells 0%, saturating PEA agonist 100% | activation, % at 3 µM | 0.99% of 360,000 active;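 active = activation above the mean activation of all test compounds in the run plus 3 SD, cut at about 38% in these data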
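Benchmarks: low control DMSO, high control PEA (EC100); System: CHO RD-HGA16 cells carrying human TAAR1 plus Gα16; Detection: Fluo-8 fluorescence, 5 s baseline then 140 s kinetic read; Schedule: 17-24 h plating, Fluo-8 75 min 37 °C, 30 min RT; Read-out basis: % activation from peak over basal fluorescence ratio, DMSO-to-PEA scaled.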
CHRM1 agonist – agonists of human M1 muscarinic receptor. CHO-K1 hM1, Fluo-8 calcium fluorescence, agonist mode; 0% DMSO, 100% acetylcholine EC100. activation, % at 3 µM. 0.33% of 360,000 active. AID 588814;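 active = activation above the run's mean compound activation plus 3 SD, cut at about 16% in these data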;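 note: peak over basal fluorescence ratio within a 140 s kinetic read after compound addition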
TAAR1 antag – human TAAR1 antagonism | inhibition, % at 3 µM | Q96RJ0 | 1.5% of 360,000 active | CHO RD-HGA16 TAAR1, Fluo-8 calcium fluorescence, antagonist | AID 624466;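 active = inhibition above a per-plate cutoff, the mean inhibition of test compounds on that plate plus 3 SD, cut at about 49% in these data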;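 note: 0% = DMSO plus EC80 beta-PEA response and 100% = DMSO alone without agonist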
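Assay system: RD-HGA16 CHO cells with stable hTAAR1 and Gα16 / Reagent: EC80 β-phenethylamine stimulus / Doses: 3 µM, single point / Timing: dye loading 75 min at 37 °C, then 30 min room temperature / Measured by: Fluo-8 intracellular calcium dye fluorescence, real-time kinetic reads / Controls: vehicle wells and EC80 agonist wells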
V1aR counter – activates human V1a receptor in oxytocin agonist counter-screen; P37288; CHO-V1R cells, Fluo-8 calcium fluorescence, agonist mode; 0% DMSO, 100% 3 nM vasopressin; activation, % at 3 µM; 0.25% of 320,000 active;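 active = activation above the mean activation of all tested compounds plus 3 SD, per screening run, cut at about 20% in these data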;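 note: signal is peak over basal fluorescence ratio across a 100 second FLIPR read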
Numbers without * were called inactive; nt = not tested or not shown.

Order of results – CHO parental Ca, OXTR potentiate, CHRM1 PAM, OXTR agonist, CHRM1 antagonist, TAAR1 agonist, CHRM1 agonist, TAAR1 antag, V1aR counter
Cc1cc(C=O)c(C)n1-c1cccc(C(=O)O)c1
→ -7, -5, -3, 0.0, 5, 2, -6, -7, 6.4
Cc1c(Cc2ccccc2)c(=O)oc2c(C)c(OCC(=O)N3CCC(C(=O)O)CC3)ccc12
→ -6, -3, 5, 0.7, -17, 4, -2, -36, -0.1
CC1(C(=O)NS(=O)(=O)c2cccc(OC(F)F)c2)CCN1C(=O)C1CC1 (stereo not drawn)
→ nt, nt, 3, nt, -6, 0, -2, -4, nt
CSC1=NCCN1S(=O)(=O)c1ccccc1
→ -7, -10, 6, 0.1, -2, 5, -7, 4, 0.6
CCN(CC)CCOC(=O)c1ccc(NC(=O)/C=C/c2cccs2)cc1
→ -1, -3, -2, 0.4, -7, 6, -12, 3, 1.2
COc1cc(N2CCOCC2)ccc1C=C(C#N)C#N
→ -10, -18, 1, 8.5, 5, 1, -3, -2, 0.8
COC(=O)c1cc2sccc2n1Cc1nc(-c2ccc(OC)cc2)oc1C
→ -27, -2, -20, -0.8, 9, 9, -12, -29, 0.1
CCOc1ccc(CCNC(=O)COC(=O)/C=C/c2ccc(OC)c(OC)c2)cc1OCC
→ -20, 1, -1, -1.2, -5, -2, -5, -10, -0.2
CCCc1ccc(-c2ccc(-c3noc(-c4ccncc4)n3)cc2)nc1
→ 4, -8, 11, 0.6, -10, 2, 1, -4, 0.7
O=C(Cc1ccc(Cl)cc1)N1CCN(C(=O)c2ccco2)CC1
→ -3, -4, 1, -0.6, -7, 10, -3, -8, -0.8
COC(=O)c1c(C)oc2ccc(N(C(=O)c3ccncc3)S(=O)(=O)c3ccc4ccccc4c3)cc12
→ -13, -1, -8, 2.9, 11, 2, 2, 50*, 6.6
Cn1ncc([N+](=O)[O-])c1C(=O)Nc1cccc2ccccc12
→ -8, 1, 7, -1.2, -3, -1, -5, -8, -0.7
O=C(/C=C/c1ccccc1)CC(O)(c1ccccc1)C(F)(F)F (stereo not drawn)
→ -9, -9, -22, -1.7, 28, -2, -9, 7, -1.1
CCOC(=O)C(=O)/C(=C\N(C)C)c1onc(-c2c(Cl)cccc2Cl)c1C(=O)OC
→ -8, -11, 5, 0.1, -11, 2, -2, 14, 1.0
O=c1cc(-c2ccc(F)cc2)oc2ccccc12
→ -15, 0, 5, -2.7, -4, 0, -2, -4, -1.7
O=P(Cc1ccccc1)(c1ccccc1)c1ccccc1
→ -6, 0, 7, -0.4, -12, -3, -7, -3, 0.6
O=C(CCc1nc2ccccc2c(=O)[nH]1)Nc1cc(Cl)ccc1N1CCCC1
→ -21, -7, 11, -0.8, -16, 2, -5, 15, -0.7
Cc1cc[n+](-c2[nH]c(=O)sc2/C=N/NC([S-])=Nc2ccccc2)cc1C
→ 5, -10, 5, 3.5, 2, 12, -6, -2, 6.1
CN(C(=O)CSc1nnc(-c2cccs2)n1C1CC1)C1CCS(=O)(=O)C1 (stereo not drawn)
→ nt, nt, 3, nt, -8, 1, -2, -20, nt
Cc1ncc(CO)c2cc(C(N)=O)c(=Nc3ccccc3)oc12
→ -13, -10, 5, 0.4, -4, 9, -2, 2, 1.6

Order of results – CHO parental Ca, OXTR potentiate, CHRM1 PAM, OXTR agonist, CHRM1 antagonist, TAAR1 agonist, CHRM1 agonist, TAAR1 antag, V1aR counter
S=c1nc(-c2cccc(Br)c2)[nH][nH]1
→ -16, -4, 8, 2.1, -2, 4, -2, -17, 0.4
COc1ccc(NC(=O)C2CCCO2)cc1Cl (stereo not drawn)
→ -7, -6, -1, 0.8, 8, 8, -5, 5, -0.4
N#Cc1ccc(C(=O)Nc2cc(S(=O)(=O)N3CCCC3)ccc2OCC(F)(F)F)cc1
→ -14, 6, 7, 1.2, 3, 3, -8, 12, 1.5
OCc1ccnc(Cl)c1
→ 11, -3, 10, -0.9, -15, 1, -1, -7, 1.4
O=C(NCc1ccc2c(c1)OCO2)c1cnc2n(c1=O)CCS2
→ -12, 0, 17, 1.1, -12, 3, 4, -11, 0.5
O=c1cc(CSc2nnc(-c3cccnc3)n2-c2ccccc2F)nc2sccn12
→ -7, -1, 10, 1.4, -17, 10, -8, 7, 1.3
OCC1(CO)CC2(C1)CC(CO)(CO)C2
→ nt, nt, 10, nt, -18, 0, -2, 3, nt
Cc1ccc(S(=O)(=O)c2nc(-c3ccccc3)oc2N2CCC(C(N)=O)CC2)cc1
→ -1, -8, 5, -0.5, -8, 2, -4, -2, 0.4
CC(=O)C(C)n1c(CN2CCN(C(=O)c3ccco3)CC2)nc2c1c(=O)n(C)c(=O)n2C (stereo not drawn)
→ -5, 1, 12, 0.6, -10, 0, -2, 2, 2.1
O=C1C2C3C=CC(CC3)C2C(=O)N1c1ccc(Cl)cc1 (stereo not drawn)
→ -10, -13, 14, -1.6, -10, 5, 1, -7, 0.3
O=C(NCc1ccco1)c1c2c(nc3ccccc13)CCC2
→ -2, -8, -4, -1.4, 11, 1, -3, 8, 0.3
CC(=O)Nc1ccc(S(=O)(=O)NCCNS(=O)(=O)c2ccc(NC(C)=O)cc2)cc1
→ -3, 2, 8, 0.5, -12, 1, -2, -5, -0.1
O=C(CN1CCc2ccccc2C1)c1cccs1
→ -10, -10, -4, -0.3, 7, 75*, -3, 25, 0.1
Cc1cccc(-c2cnc(C(O)c3ccc(F)c(C)c3)[nH]2)c1 (stereo not drawn)
→ nt, nt, 3, nt, -4, 2, 9, -1, nt
CCCCNC(=O)c1cc(S(=O)(=O)N2CCCCC2)oc1C
→ -7, 0, 8, -0.8, -13, 2, 1, -20, 3.6
C[C@H](CO)N1C[C@H](C)[C@@H](CN(C)S(=O)(=O)c2ccccc2)OCc2cnnn2CCCC1=O
→ nt, nt, 5, nt, -6, 4, -4, -12, nt
COc1cccc(CNC(=O)CCC2CCCN(Cc3ccc4c(c3)CCO4)C2)c1 (stereo not drawn)
→ -5, -4, -13, 0.0, 17, 0, -7, -7, -1.3
Cc1ccsc1C(=O)NCCc1ccc(S(N)(=O)=O)cc1
→ -1, -5, 12, 0.3, -5, 0, -3, 3, 0.9
COc1ccc(CCNC(=O)CCn2c(=O)oc3ccccc32)cc1OC
→ -7, -5, 12, 0.1, -12, 0, -1, 7, 0.7
O=C(NCc1ccccn1)C(=O)Nc1nc(-c2ccccc2)cs1
→ -11, -6, 15, -1.1, -18, 4, -1, -64, -0.1

Nine compounds out of the list, arranged by number of heavy atoms, largest number first:
Order of results – CHO parental Ca, OXTR potentiate, CHRM1 PAM, OXTR agonist, CHRM1 antagonist, TAAR1 agonist, CHRM1 agonist, TAAR1 antag, V1aR counter
CC(=O)C(C)n1c(CN2CCN(C(=O)c3ccco3)CC2)nc2c1c(=O)n(C)c(=O)n2C (stereo not drawn)
→ -5, 1, 12, 0.6, -10, 0, -2, 2, 2.1
COc1ccc(CCNC(=O)CCn2c(=O)oc3ccccc32)cc1OC
→ -7, -5, 12, 0.1, -12, 0, -1, 7, 0.7
O=C(NCc1ccccn1)C(=O)Nc1nc(-c2ccccc2)cs1
→ -11, -6, 15, -1.1, -18, 4, -1, -64, -0.1
CCCCNC(=O)c1cc(S(=O)(=O)N2CCCCC2)oc1C
→ -7, 0, 8, -0.8, -13, 2, 1, -20, 3.6
O=C1C2C3C=CC(CC3)C2C(=O)N1c1ccc(Cl)cc1 (stereo not drawn)
→ -10, -13, 14, -1.6, -10, 5, 1, -7, 0.3
O=C(CN1CCc2ccccc2C1)c1cccs1
→ -10, -10, -4, -0.3, 7, 75*, -3, 25, 0.1
COc1ccc(NC(=O)C2CCCO2)cc1Cl (stereo not drawn)
→ -7, -6, -1, 0.8, 8, 8, -5, 5, -0.4
S=c1nc(-c2cccc(Br)c2)[nH][nH]1
→ -16, -4, 8, 2.1, -2, 4, -2, -17, 0.4
OCc1ccnc(Cl)c1
→ 11, -3, 10, -0.9, -15, 1, -1, -7, 1.4

The list continues.
Order of results – CHO parental Ca, OXTR potentiate, CHRM1 PAM, OXTR agonist, CHRM1 antagonist, TAAR1 agonist, CHRM1 agonist, TAAR1 antag, V1aR counter
CC(=O)N1CCc2cc(S(=O)(=O)NC(CC(C)C)C(=O)N3CCc4ccccc4C3)ccc21 (stereo not drawn)
→ -29, -9, 4, -2.2, 4, 4, -5, -9, -1.0
Cc1c(C(=O)N2CCCCC2)oc2ccc(S(=O)(=O)N3CC(C)CC(C)C3)cc12 (stereo not drawn)
→ 28, -18, -8, 6.9, 10, nt, -3, nt, 1.4
CCN(CC)C(=O)[C@H]1C[C@H](CC(=O)NCCCn2ccnc2)C(=O)N2CCc3c([nH]c4ccc(Cl)cc34)[C@]12C
→ -26, nt, -3, nt, 5, 5, -10, -33, nt
CCN(C(=O)c1ccccc1)c1ccc([N+](=O)[O-])cc1
→ -14, -4, 6, -0.7, -8, 0, -7, -7, 0.0
Cc1ccccc1NC(=O)CN(C)S(=O)(=O)c1ccc(-c2ccc(=O)[nH]n2)s1
→ -12, -13, 5, 0.3, -1, 3, -1, -15, 1.5
COc1ccc(-c2c(=O)n(OCc3nc4ccccc4[nH]3)c3ccccc3[n+]2[O-])cc1
→ -6, 1, -2, -1.4, -11, 5, 0, 17, -0.2
O=C(CNC(=O)c1ccc(Cl)cc1Cl)OCCCn1c(=O)[nH]c2ccccc21
→ -16, -8, 4, -1.2, -7, 7, -1, -32, 0.2
O=C(Nc1cccc(O)c1)c1ccccc1[N+](=O)[O-]
→ -5, -1, 10, 0.3, -13, 2, -3, 15, 0.6
